Assay outcomes (PubChem)
KKLEB cytotox: reduces viability of KKLEB cystic fibrosis airway cells; KKLEB CF airway cells viability, ATPlite luminescence, overnight; active compounds read low; cells stimulated with P. aeruginosa culture filtrate; activity change (cytotoxicity), % at 5 µM; hit rate 0.36% among 360,000; AID 602141;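 active = corrected activity change at or below -50% at 5 µM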
CF NFkB inh: inhibitors of cystic fibrosis induced NF-kB | KKLEB NF-kB-GFP reporter, PAF-induced, GFP fluorescence overnight | inhibition, % at 5 µM | hit rate 0.86% among 360,000 | AID 588850;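 active = at least 50% inhibition at 5 µM, scaled per plate between neutral and stimulator controls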;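 also: PAF is a Pseudomonas aeruginosa culture filtrate used as stimulus; plate controls were PAF-stimulated DMSO wells for no effect and unstimulated DMSO wells for full effect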
LRH-1 inv ag: inverse agonists of human LRH-1 (NR5A2). O00482. HEK293T StAR-luciferase reporter, LRH-1 transfected, 24 h. inhibition, % at 3.6 µM. hit rate 0.13% among 360,000. AID 602396;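 active = inhibition above the mean inhibition of all tested compounds plus 3 SD, cut at about 73% in these data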;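 also: 0% = DMSO wells and 100% = reporter-only cells lacking LRH-1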
TWEAK-Fn14 inh: TWEAK-Fn14 signaling inhibition; TWEAK-stimulated Fn14 reporter cells, luciferase luminescence, 8 h; inhibition, % at 10 µM; hit rate 2% among 360,000; in the data active = inhibition above about 50%
TROY signal inh: inhibitors of TROY-dependent NF-kB signaling; Q293 LMP1-TROYcd NF-kB luciferase reporter, 4 h; inhibition, % at 10 µM; hit rate 0.98% among 360,000; AID 1347056;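 active = compounds whose plate-normalised and pattern-corrected inhibition of the luciferase reporter signal at the single screening dose is 50% or more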
EBV LMP1 NFkB: Epstein-Barr LMP1 NF-kappaB reporter inhibition. LMP1-induced NF-kappaB luciferase reporter cells, luminescence. inhibition, % at 12.5 µM. hit rate 0.69% among 350,000. AID 504558; in the data active = inhibition above about 41%;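 also: 0% = neutral control wells and 100% = reference inhibitor control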
NCOA2 inhibitor: human SRC2 (NCOA2) inhibition | HEK293 GAL4-SRC2 luciferase reporter, luminescence | inhibition, % at 9 µM | hit rate 0.17% among 370,000;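 active = inhibition above the mean inhibition of all tested compounds plus 3 SD, set per campaign, cut at about 52% in these data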;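 also: 0% = DMSO treated cells and 100% = cells given Gossypol at 36 µM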
Target sequence (Q15596 whole entry, looked up, the tested form may be a part): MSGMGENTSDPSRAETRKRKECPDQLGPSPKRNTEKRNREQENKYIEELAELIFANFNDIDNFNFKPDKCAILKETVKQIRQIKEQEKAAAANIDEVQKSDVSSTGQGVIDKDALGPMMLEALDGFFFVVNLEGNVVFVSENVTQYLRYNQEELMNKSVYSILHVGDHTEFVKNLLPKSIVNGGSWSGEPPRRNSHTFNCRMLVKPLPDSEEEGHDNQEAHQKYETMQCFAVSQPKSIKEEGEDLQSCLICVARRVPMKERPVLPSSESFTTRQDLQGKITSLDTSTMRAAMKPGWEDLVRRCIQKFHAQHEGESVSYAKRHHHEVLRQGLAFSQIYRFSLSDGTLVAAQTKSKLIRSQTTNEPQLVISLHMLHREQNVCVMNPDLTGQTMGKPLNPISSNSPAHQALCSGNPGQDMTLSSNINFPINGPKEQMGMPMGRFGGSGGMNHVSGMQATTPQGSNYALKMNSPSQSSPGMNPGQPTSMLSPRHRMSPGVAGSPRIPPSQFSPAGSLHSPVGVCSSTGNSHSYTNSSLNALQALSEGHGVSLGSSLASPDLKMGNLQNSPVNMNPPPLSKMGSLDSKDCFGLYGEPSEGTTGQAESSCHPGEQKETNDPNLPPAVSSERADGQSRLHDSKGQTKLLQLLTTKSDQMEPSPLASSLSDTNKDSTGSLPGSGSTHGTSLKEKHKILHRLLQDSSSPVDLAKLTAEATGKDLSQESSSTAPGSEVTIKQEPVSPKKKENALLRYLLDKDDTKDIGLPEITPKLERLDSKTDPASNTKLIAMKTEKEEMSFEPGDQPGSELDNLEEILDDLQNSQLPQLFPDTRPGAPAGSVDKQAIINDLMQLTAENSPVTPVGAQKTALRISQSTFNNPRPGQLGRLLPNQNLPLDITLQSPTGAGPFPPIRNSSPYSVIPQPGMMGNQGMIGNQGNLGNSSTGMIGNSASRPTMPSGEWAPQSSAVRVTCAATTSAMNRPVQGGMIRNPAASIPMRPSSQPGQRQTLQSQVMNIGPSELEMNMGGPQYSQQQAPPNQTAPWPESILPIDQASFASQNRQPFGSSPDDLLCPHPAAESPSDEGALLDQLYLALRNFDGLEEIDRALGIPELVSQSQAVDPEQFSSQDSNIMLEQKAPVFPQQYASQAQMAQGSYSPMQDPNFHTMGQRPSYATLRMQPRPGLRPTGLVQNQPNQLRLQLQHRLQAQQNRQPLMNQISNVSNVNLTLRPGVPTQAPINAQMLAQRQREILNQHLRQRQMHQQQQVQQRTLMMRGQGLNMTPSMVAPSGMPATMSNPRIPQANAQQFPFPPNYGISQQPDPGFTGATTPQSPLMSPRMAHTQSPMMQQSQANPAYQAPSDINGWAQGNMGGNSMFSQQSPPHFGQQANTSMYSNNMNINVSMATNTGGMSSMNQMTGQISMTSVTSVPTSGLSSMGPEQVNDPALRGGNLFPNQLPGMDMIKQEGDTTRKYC
SRC3 inh: human NCOA3 inhibition; HEK293 GAL4-SRC3 luciferase reporter, luminescence; inhibition, % at 3.6 µM; AID 588352; Q9Y6Q9; hit rate 0.17% among 360,000;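 active = inhibition above a per-campaign cutoff, the mean of all compounds plus 3 SD, cut at about 60% in these data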;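 also: 0% = DMSO-treated cells and 100% = gossypol-treated cells at 36 µM; higher means less SRC3-driven luciferase light from the GAL4 reporter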
SRC1 inh: inhibitors of human steroid receptor coactivator 1 (SRC1); Q15788; HEK293 GAL4-SRC1 luciferase reporter, luminescence; inhibition, % at 3.6 µM; hit rate 0.12% among 360,000; AID 588354;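 active = inhibition above the campaign mean plus 3 SD, with each screening campaign given its own cutoff, cut at about 60% in these data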;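 also: 0% = DMSO treated cells and 100% = gossypol at 36 µM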
NR2F2 inh: inhibitors of human COUP-TFII (NR2F2). P24468. HEK293T NGFI-A luciferase reporter, luminescence. inhibition, % at 8.6 µM. hit rate 0.7% among 370,000;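 active = inhibition above a per-plate cutoff, mean inhibition of test wells between control levels plus 3 SD, cut at about 38% in these data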;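 also: cells cotransfected with COUP-TFII expression vector driving the NGFI-A reporter; 0% = median of COUP-TF2 test wells and 100% = reporter-only cells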
C8 TRAIL sens: caspase-8 TRAIL sensitization; inhibition (viability loss, TRAIL sensitization), % at 10 µM; NB7+C8 cells + TRAIL, ATPlite viability luminescence; hit rate 1% among 360,000;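 active = compounds causing at least 50% loss of cell viability in the single-dose screen, relative to plate controls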
Active calls of the source: *; / = not tested or not shown.

Sequence of screens: KKLEB cytotox, CF NFkB inh, LRH-1 inv ag, TWEAK-Fn14 inh, TROY signal inh, EBV LMP1 NFkB, NCOA2 inhibitor, SRC3 inh, SRC1 inh, NR2F2 inh, C8 TRAIL sens
1. O=C(CNS(=O)(=O)c1ccc2ccccc2c1)Nc1ccc(F)c(F)c1F
→ -13, 4, 22, 2, -10, -2, -7, -23, 4, 10, 4
2. CCN1C/C(=C/c2cccc([N+](=O)[O-])c2)C(=O)/C(=C/c2cccc([N+](=O)[O-])c2)C1
→ -40, 102*, -11, 95*, -30, 97*, 21, 12, 17, 19, -14
3. COCCCNC(=O)CCSc1ccc(C)cc1
→ -1, 2, 7, 22, -5, -8, -12, 9, -9, 1, -6
4. CCOC(=O)NC1(C(F)(F)F)N=C(c2ccccc2)NC1=O (stereo unspecified)
→ -6, 7, 7, 1, 2, -8, -6, 14, 6, -12, -5
5. CCN1CCN(c2ccccc2NC(=O)c2ccc(-n3cccn3)cc2)CC1
→ -8, 12, 1, -17, -1, 1, 0, 8, 6, 4, 6
6. Cc1ccccc1[C@H](NC1c2ccccc2C=Cc2ccccc21)P(=O)(c1ccccc1)c1ccccc1
→ /, /, -3, 22, 5, /, 15, /, /, 13, 22
7. CN(C)c1ccc(NC(=S)NC(=O)/C=C/c2ccc(Cl)cc2)cc1
→ 5, -8, -48, 4, -74, -31, -82, -46, -41, -27, -6
8. Cc1ccc(C)c(NC(=O)COC(=O)c2c(C)nn(-c3ccccc3)c2C)c1
→ -12, -4, 23, -16, -9, 2, -5, 0, -6, 25, 3
9. Cc1nc(N2CCN(c3ccccn3)CC2)c2c(C)c(C(=O)Nc3c(C)cc(Br)cc3C)sc2n1
→ -20, 6, 3, 35, 9, 13, -5, -11, -22, -4, 15
10. NC(=O)/C=C\C(=O)Nc1cccc(C(F)(F)F)c1
→ -25, -6, 38, 25, -18, 8, 10, 21, -13, 10, 9
11. CCOC(=O)[C@@H]1[C@H]2COc3ccccc3[C@H]2N2C(=O)N(c3ccccc3)C(=O)[C@]12C
→ 7, 22, 3, -16, 9, -4, /, -4, 0, /, 4
12. Nc1cc(=O)[nH]c(=O)n1-c1cccc(F)c1
→ -3, -15, -14, -1, -18, -3, -25, 12, -60, 11, 0
13. CC(=O)C1=C(O)C(=O)N(c2cccc(C(=O)O)c2)C1c1ccccc1F (stereo unspecified)
→ 8, 6, 2, 8, -16, -8, -7, -11, -13, 9, 5
14. S=C(Nc1ccccc1)NC1CCN(Cc2ccccc2)CC1
→ -1, -4, -1, -7, 17, 1, 16, 3, -8, -16, 0
15. CCCCCn1c(CN2CC(C)OC(C)C2)nc2c1c(=O)n(C)c(=O)n2C (stereo unspecified)
→ 21, -5, 21, 3, -1, 5, -21, 21, 11, -7, -11
16. Cc1oc2cc3oc(=O)c(CCC(=O)NC4CC4)c(C)c3cc2c1C
→ 15, -20, 15, -32, -29, -5, -15, 12, -22, -18, -9
17. COc1ccc(-n2ncc(Cl)c(Cl)c2=O)cc1
→ -78*, 89*, 8, 98*, 56*, /, -45, -7, -56, -28, 26
18. Cn1cc(CN2CCCC(C(=O)c3cccs3)C2)c(-c2cccc(Cl)c2)n1 (stereo unspecified)
→ -2, 14, -8, -4, 4, 8, 23, 20, 3, 7, 12
19. CC(C1=C(CCN(C)C)Cc2ccccc21)c1ccccn1 (stereo unspecified)
→ 5, 2, -6, -14, -21, -9, -25, 8, -4, 1, -4
20. COc1ccccc1N(C)S(=O)(=O)c1ccc(C(=O)NC2=NCCS2)cc1
→ 3, 1, -5, 13, -4, -1, -10, -16, -3, -1, 26

The final 2 records of the section above are carried over, then new ones follow:
Sequence of screens: KKLEB cytotox, CF NFkB inh, LRH-1 inv ag, TWEAK-Fn14 inh, TROY signal inh, EBV LMP1 NFkB, NCOA2 inhibitor, SRC3 inh, SRC1 inh, NR2F2 inh, C8 TRAIL sens
19. CC(C1=C(CCN(C)C)Cc2ccccc21)c1ccccn1 (stereo unspecified)
→ 5, 2, -6, -14, -21, -9, -25, 8, -4, 1, -4
20. COc1ccccc1N(C)S(=O)(=O)c1ccc(C(=O)NC2=NCCS2)cc1
→ 3, 1, -5, 13, -4, -1, -10, -16, -3, -1, 26
21. O=C(N/N=C/c1ccc([N+](=O)[O-])s1)c1ccncc1
→ -4, -2, 44, 12, 16, 4, /, 26, -3, /, 29
22. CC(C)n1cc(/C=C2/NC(=O)N(c3cccc(Cl)c3)C2=O)c2ccccc21
→ -29, 18, -3, 13, 1, -17, 4, 18, 7, 19, 11
23. CN(CCCNS(=O)(=O)c1cccc2cccnc12)Cc1ccccc1
→ -5, 12, -17, -2, 0, 4, -61, -23, 14, 3, -7
24. CCOC(=O)c1sc(NC(=O)CSc2nnnn2-c2ccccc2)nc1C
→ -4, 32, -12, 13, -3, -3, -11, -13, 3, 4, 10
25. O=c1c2ccccc2c(=O)n(-c2ccccc2)n1-c1ccccc1
→ -9, 14, -14, 20, -5, -8, -4, -25, 7, 2, 3
26. O=C(N/N=C1/CCSC1)c1cccc([N+](=O)[O-])c1
→ 14, -17, 9, -17, -11, -1, -4, 2, -18, 4, -2
27. CCOC(=O)c1sc(=NC(=O)c2ccc(Br)cc2)n(C)c1C
→ -25, -29, 22, -26, -36, -20, 18, 3, -31, -6, -10
28. Cc1cc(C)cc(OCC(=O)NNC(=O)CCC(=O)NCc2ccccc2)c1
→ 2, -2, 4, 5, 13, -4, 5, 6, 4, 3, -1
29. CC(=O)c1c(Nc2ccccc2)sc(C(=O)c2ccccc2)c1C
→ 9, -17, 29, -14, -22, -14, 7, 23, -1, -1, 8
30. O=C1NC2(CCN(Cc3ccccc3)CC2)Oc2ccccc21
→ -4, 10, 13, 5, 10, 12, -11, 25, 25, 9, -1
31. Cc1cc(C)cc(N(C(=O)c2csnn2)C(C(=O)NC(C)(C)C)c2cccs2)c1 (stereo unspecified)
→ -10, 7, 11, 19, 3, 2, -19, 17, 0, 9, 2
32. Cc1ccccc1OCCC(=O)OCC(=O)NNC(=O)c1cccs1
→ -12, -10, 21, -3, -4, 1, -8, 23, 1, -16, -14
33. COC(=O)N(C)C[C@H]1OCc2cnnn2CCCC(=O)N([C@@H](C)CO)C[C@@H]1C
→ -12, 9, -11, -5, 9, -2, 17, 2, 7, -17, -9
34. CC(=O)Nc1ccc2c(CN3C(=O)NC(C)(c4ccc(C)cc4)C3=O)cc(=O)oc2c1 (stereo unspecified)
→ 2, -9, -9, -32, -3, -10, -3, -10, 8, 0, 0
35. COc1ccc(-c2ccc3nnc(SCC(=O)N4CCCC4)n3n2)cc1
→ -10, -7, -3, -11, -10, -7, -19, -4, 18, -5, -3
36. COc1ccc(C2CC(=O)N3CN(c4ccc(C)c(Cl)c4)CSC3=C2C#N)cc1 (stereo unspecified)
→ -7, 10, 26, 19, -8, -10, -2, -4, -10, -1, 11
37. O=[N+]([O-])c1ccc(S(=O)(=O)Nc2ccc(-c3ccccc3)cc2)cc1
→ -15, 40, -6, 7, 43, -2, -33, 4, -3, -12, -5
38. c1ccc(C(c2nnnn2C2CCCCC2)N2CCc3ccccc3C2)nc1 (stereo unspecified)
→ 4, -4, 4, -5, 11, -4, /, -5, 7, /, -9
39. Cc1ccccc1C(=O)Nc1nnc(CC(=O)N/N=C/c2ccco2)s1
→ 12, -2, 7, -1, -3, 0, 0, -5, -12, 11, -2
40. CCOc1ccccc1OCC(=O)Nc1ccccc1C(=O)NC1CC1
→ 9, 2, -3, 1, -9, 6, 9, 3, 0, 11, -6

Arranged by formula weight (falling): part of the list above
Sequence of screens: KKLEB cytotox, CF NFkB inh, LRH-1 inv ag, TWEAK-Fn14 inh, TROY signal inh, EBV LMP1 NFkB, NCOA2 inhibitor, SRC3 inh, SRC1 inh, NR2F2 inh, C8 TRAIL sens
33. COC(=O)N(C)C[C@H]1OCc2cnnn2CCCC(=O)N([C@@H](C)CO)C[C@@H]1C
→ -12, 9, -11, -5, 9, -2, 17, 2, 7, -17, -9
32. Cc1ccccc1OCCC(=O)OCC(=O)NNC(=O)c1cccs1
→ -12, -10, 21, -3, -4, 1, -8, 23, 1, -16, -14
26. O=C(N/N=C1/CCSC1)c1cccc([N+](=O)[O-])c1
→ 14, -17, 9, -17, -11, -1, -4, 2, -18, 4, -2

(cont.)
Sequence of screens: KKLEB cytotox, CF NFkB inh, LRH-1 inv ag, TWEAK-Fn14 inh, TROY signal inh, EBV LMP1 NFkB, NCOA2 inhibitor, SRC3 inh, SRC1 inh, NR2F2 inh, C8 TRAIL sens
41. O=[N+]([O-])c1ccc(Nc2ccccc2O)c([N+](=O)[O-])c1
→ -5, -8, -15, 19, 3, -9, 13, 8, 5, 6, 0
42. Cc1ccnc(NC(=O)CCC(=O)N(CC(=O)NCc2ccc(F)cc2)Cc2ccco2)c1
→ 6, -15, -3, -23, -12, -1, -37, 12, -6, -4, -6
43. CN(CC(=O)Nc1ccc(Cl)c(Cl)c1)C(=O)C12CC3CC(CC(C3)C1)C2
→ -4, 22, -9, -10, 19, -1, 7, 0, -14, -7, 1
44. O=C(CNC(=O)COc1ccccc1)NCCN1CCOCC1
→ 6, -4, 2, -4, -4, -1, 13, -1, -11, 0, 1
45. CC(C)(C)C1CCC(=NNC(=O)c2ccco2)CC1 (stereo unspecified)
→ 3, -20, -128, 4, -12, -2, -69, -86, -135, -24, -4
46. CSc1nc(-c2ccccc2)nc2c1COC(C)(C)C2
→ -3, -1, 0, 11, -24, 3, 2, -2, 1, 5, -8
47. O=C(NC1CCCCC1)C(c1ccncc1)N(C(=O)c1csnn1)c1cccc(F)c1 (stereo unspecified)
→ 8, -9, -13, 24, -4, 1, -11, 8, -2, 12, -22
48. Cc1nc(N2CCN(C(=O)c3cnccn3)CC2)c2c3c(sc2n1)CC(C(C)(C)C)CC3 (stereo unspecified)
→ 5, -1, 5, -12, -11, 6, -4, -6, -21, 5, 9
49. COc1ccccc1N(CC(=O)N1CCC(C(N)=O)CC1)S(=O)(=O)c1ccccc1
→ 0, -9, 2, 7, 8, -6, -35, -5, 4, -1, 2
50. COc1cc(C)c(S(=O)(=O)NCCCn2ccnc2)cc1C
→ 8, -3, -7, -1, 8, 0, 10, 2, 9, 1, -26
51. CCN1CCN(C(=O)CCc2nnc(CCc3ccc(OC)cc3)o2)[C@@H](C)C1=O
→ -11, 30, 0, -13, -27, -6, -15, 5, -8, -6, -6
52. O=C(O)CCNc1nc(C(F)(F)F)nc2ccccc12
→ -2, 0, 0, -2, -14, -6, 9, 1, -4, 2, 1
53. CCOC(=O)c1cc(-c2ccc(OC)cc2)nn1-c1ccc(C(=O)O)cc1
→ -1, 20, -4, -4, 19, -2, -10, 1, -11, -3, 5
54. Cc1noc(C)c1S(=O)(=O)Nc1ccc2c(c1)C(=O)N([C@H](C)CO)C[C@H](C)[C@@H](CN(C)C(=O)NC(C)C)O2
→ 8, 1, 6, -6, -10, -1, 23, 19, -26, -5, -9
55. Cc1cc(C)c(NC(=O)Cn2c(=O)n(Cc3ccco3)c(=O)c3ccccc32)c(C)c1
→ 10, -14, -7, 11, 9, 1, -35, 2, -8, 0, -4
56. Cc1nn(Cc2c(F)c(F)c(F)c(F)c2F)c(C)c1NC(=O)c1c([N+](=O)[O-])cnn1C
→ 4, -9, 1, 5, -4, 2, 7, 6, 7, -12, 2
